PPARg SRC-3 ag – PPARgamma agonists recruiting SRC-3 coactivator, primary screen, biochemical. Peroxisome proliferator-activated receptor gamma (Homo sapiens), P37231. 0.26% of 200,000 active. biochemical PPARgamma/SRC-3 coactivator recruitment assay. activation, % at 8 µM; in the data active = activation above about 23%;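 note: 0% = DMSO and 100% = reference agonist; some compounds past the cut are filed as inactive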
Target sequence (P37231 whole entry, looked up): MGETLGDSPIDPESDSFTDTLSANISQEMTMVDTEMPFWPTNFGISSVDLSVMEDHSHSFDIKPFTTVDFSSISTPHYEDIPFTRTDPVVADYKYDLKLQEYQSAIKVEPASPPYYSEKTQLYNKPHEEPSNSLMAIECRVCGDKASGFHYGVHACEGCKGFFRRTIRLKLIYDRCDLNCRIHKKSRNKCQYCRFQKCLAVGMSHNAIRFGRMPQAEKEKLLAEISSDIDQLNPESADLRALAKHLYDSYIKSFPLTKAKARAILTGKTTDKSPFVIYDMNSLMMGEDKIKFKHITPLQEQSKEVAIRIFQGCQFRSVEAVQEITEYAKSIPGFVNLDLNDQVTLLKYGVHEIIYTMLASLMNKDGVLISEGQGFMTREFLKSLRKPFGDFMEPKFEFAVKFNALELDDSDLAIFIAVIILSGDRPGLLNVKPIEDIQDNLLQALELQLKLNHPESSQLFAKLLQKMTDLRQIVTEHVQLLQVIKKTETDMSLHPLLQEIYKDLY
bIAP inh – bovine intestinal alkaline phosphatase inhibitors, primary screen, selectivity assay for TNAP inhibitor project, biochemical, bovine IAP, CDP-star luminescence | 190,000 tested, under 10 active | inhibition, % at 20 µM | alkaline phosphatase, intestinal [Bos taurus] | purified bovine IAP, 30 min;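 active = over 50% inhibition of intestinal alkaline phosphatase at 20 µM in the single-dose screen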
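Assay system – bovine IAP enzyme · Quantity – bovine IAP at 1/65,000,000 final dilution · Detection – CDP-star luminescence signal · Times – 30 min reaction at room temperature · Also added – CDP-star substrate at 30 µM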
RAM inhibit – inhibitors of the yeast RAM network, primary screen, dse1pr::URA3 reporter, 5-FOA selection; 1.8% of 190,000 active; inhibition, % at 50 µM; S. cerevisiae dse1pr::URA3 reporter, 5-FOA growth OD615, 2 d; analog-sensitive cbk1-as2 kinase mutant strain; AID 868, 2007;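 active = inhibition above a set limit, 3 SD over mean compound inhibition, cut at about 8.4% in these data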;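 note: 0% = DMSO-only wells with no growth and 100% = 10 µM 1-NA-PP1 full growth; inhibition rescues growth on 5-FOA so higher OD means more RAM inhibition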
S1P3 antagonist – S1P3 receptor antagonists, primary screen, cell-based; Sphingosine 1-phosphate receptor 3 (Homo sapiens), Q99500; CHO S1P3 NFAT-BLA reporter, FRET fluorescence, antagonist mode; inhibition, % at 4.98 µM; 0.27% of 170,000 active;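 active = inhibition above the plate cutoff, the mean inhibition of test wells on that plate plus 3 SD, cut at about 28% in these data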;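 note: cells challenged with S1P at its EC80 of 0.8 µM; blue over green emission ratio from cleaved BLA substrate after 4 h stimulation; 0% = S1P-stimulated wells and 100% = unstimulated DMSO-only wells; some compounds past the cut are filed as inactive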
DTT redox prof – compounds producing H2O2 with reducing agent – biochemical, NIH compound library profiling, artefact control for MLSCN library redox annotation, primary screen; 0.03% of 200,000 active; activation, % at 10 µM; DTT-dependent redox cycling H2O2, phenol red/HRP absorbance; 100% = 100 µM peroxide control, 0% = buffer; AID 878, 2007;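 active = activation of at least 50% relative to the plate's high and low controls in the primary single-dose screen; inactive = activation below 50%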;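 note: compound incubated with DTT at 0.8 mM final as the reducing agent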
HMGR II inh – inhibitors of E. faecalis class II HMGR, primary screen, biochemical, Enterococcus faecalis | HMG-CoA reductase (Enterococcus faecalis, mvaE) | 0.41% of 190,000 active | AID 1066, 2008 | inhibition, % at 10 µM | purified E. faecalis HMGR, NADPH absorbance 340 nm kinetic;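 active = inhibition above a set limit, the median over all tested compounds plus 3 SD, cut at about 9.5% in these data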;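 note: enzyme runs in reverse so mevalonate oxidation gives rising NADPH absorbance; 0% = complete reaction with DMSO and 100% = background rate lacking mevalonate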
SRC2 TRFRET art – TR-FRET signal artefacts, primary screen, artefact control for PPARgamma SRC-2 agonist project, biochemical; 0.4% of 200,000 active; TR-FRET artefact counter-screen; active compounds read high; TR-FRET ratio at 8 µM; in the data active = TR-FRET ratio above about 2000; note: inactives centre near 1500
PPARg SRC2 recr – agonists of PPARg-SRC-2 recruitment, primary screen, biochemical, HTS; activation, % at 8 µM; AID 1032, 2008; 0.34% of 200,000 active; PPARgamma LBD-SRC-2 recruitment; in the data active = activation above about 22%;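 note: 0% = vehicle and 100% = reference agonist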
PPARg SRC1 recr – PPARgamma agonists recruiting SRC-1 coactivator, primary screen, biochemical; Peroxisome proliferator-activated receptor gamma (Homo sapiens), P37231; PPARgamma-SRC-1 coactivator recruitment biochemical assay; activation, % at 8 µM; 0.41% of 200,000 active; AID 631, 2007; in the data active = activation above about 19%;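 note: 0% = DMSO and 100% = reference agonist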
ROMK mod – ROMK potassium channel modulators, primary screen, cell-based, thallium flux, MLSMR library; 2% of 130,000 active; B-score at 10 µM; ATP-sensitive inward rectifier potassium channel 1 (Homo sapiens), P48048; Tet-inducible ROMK, thallium flux fluorescence; actives lie on both sides; AID 1918, 2009;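 active = signal ratio slope over the read window, or its plate-corrected B-score, at least 3 SD from the plate mean, either direction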;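 note: B-score of the F/F0 ratio slope over 7 to 12 s after thallium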
Target sequence (P48048 whole entry, looked up): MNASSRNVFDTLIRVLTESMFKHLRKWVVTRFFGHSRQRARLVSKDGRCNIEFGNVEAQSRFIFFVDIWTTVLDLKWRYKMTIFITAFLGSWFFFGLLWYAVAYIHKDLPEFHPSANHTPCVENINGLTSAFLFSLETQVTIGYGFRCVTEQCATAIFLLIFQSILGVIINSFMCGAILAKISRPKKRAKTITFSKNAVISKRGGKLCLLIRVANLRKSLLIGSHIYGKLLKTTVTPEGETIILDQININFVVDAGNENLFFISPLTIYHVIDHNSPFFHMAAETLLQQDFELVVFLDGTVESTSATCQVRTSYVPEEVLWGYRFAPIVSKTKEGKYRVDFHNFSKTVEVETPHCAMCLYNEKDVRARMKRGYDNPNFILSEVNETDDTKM
Lmaj promast – Leishmania major promastigote growth inhibition, primary screen | Leishmania major promastigotes, resazurin fluorescence viability | inhibition, % at 10 µM | 9% of 200,000 active | AID 1063, 2008; in the data active = inhibition above about 50%;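 note: promastigotes grown with compound for 44 hours at 28 °C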
Active calls of the source: *; . = not tested or not shown.

SMILES	PPARg SRC-3 ag	bIAP inh	RAM inhibit	S1P3 antagonist	DTT redox prof	HMGR II inh	SRC2 TRFRET art	PPARg SRC2 recr	PPARg SRC1 recr	ROMK mod	Lmaj promast
CCn1nnc(NC(=O)c2ccc([N+](=O)[O-])o2)n1	-1.0	-40.4	0.2	-1.0	-0.4	-0.6	1466	-4.6	4.4	.	92.5*
Fc1ccc(N2CCN(Cc3cnc(Cl)s3)CC2)cc1	-0.9	9.9	1.6	-9.6	-0.5	6.2	1583	-1.4	8.6	-0.00936	6.2
COC(=O)N1CC(C)N(C(=O)OC)CC1C (stereo not drawn)	-2.0	1.3	1.7	-26.0	-0.6	-3.2	1674	0.7	0.5	.	-10.0
CCOC(=O)/C(=N\Nc1ccc(C(C)=O)cc1)c1csc(Nc2ccccc2)n1	-1.7	-45.9	7.9	-0.9	1.0	-7.1	1430	-4.8	0.5	.	-4.5
CSc1nnc2c3ccccc3n(CCc3ccccc3)c2n1	4.4	8.2	1.2	15.5	-1.4	0.8	1617	2.9	6.7	0.427	1.1
O=C1NC(=S)N/C1=C\c1cccc([N+](=O)[O-])c1	8.7	6.3	3.0	.	0.7	-3.6	1606	9.5	-0.5	-1.78	1.2
CCC(=S)/C=C1\Sc2ccccc2N1CCCS(=O)(=O)O	7.1	8.3	0.3	.	-3.5	2.3	1497	-0.8	-3.2	-0.22	-4.0
CCN(CCNC(=O)C1CCN(S(=O)(=O)c2cccc3nsnc23)CC1)c1ccccc1	2.8	-1.0	2.6	-28.5	0.1	-3.0	1802	7.7	17.5	.	18.6
C[C@H]1C[C@H]2[C@@H]3CCC4=CC(=O)C=C[C@]4(C)[C@@]3(Cl)[C@@H](O)C[C@]2(C)[C@@]1(O)C(=O)CO	4.8	-78.9	1.0	-5.8	-0.8	-9.5	1535	4.9	15.4	.	-6.7
CN(C(=O)C1CCN(S(=O)(=O)c2cccs2)CC1)c1ccccc1	2.7	4.8	-0.4	5.2	-1.7	0.9	1693	3.3	7.4	-0.029	3.6
COc1ccc2nc(NC(=S)NC(=O)c3ccco3)sc2c1	6.2	28.0	-0.4	2.4	-1.2	-4.7	1685	6.2	9.7	-0.295	26.2
CCN(CC)CCn1c(NCc2nc3ccccc3n2Cc2ccccc2)nc2ccccc21	1.8	-100.8	0.2	.	0.2	-6.4	1369	11.3	2.3	-1.9	100.1*
C=CCn1c(SCC(=O)N(CC)CC)nc(O)cc1=O	6.1	2.4	1.3	-0.9	2.5	-0.5	1652	5.7	10.3	.	-5.0
NC(=O)C[N+]1(CC#CC(O)(c2ccccc2)c2ccccc2)CCCC1	4.7	25.3	1.5	-7.0	-0.3	-2.8	1708	1.8	4.2	-0.779	2.2
Cc1cc(C)cc(NC(=O)CSc2nnc(CNC(=O)c3cccs3)o2)c1	4.7	9.2	1.1	.	-0.5	0.7	1598	-4.2	0.1	-0.904	-2.4
COc1ccc(N2CCN(C(CNC(=O)C(=O)NCc3cccnc3)c3ccco3)CC2)cc1 (stereo not drawn)	5.7	-5.7	-0.5	-19.8	0.2	7.4	1489	-1.0	-2.0	0.241	-7.0
O=C(CN1CCOCC1)N1CCN(c2nnc(-c3ccccc3)c3ccccc23)CC1	0.5	2.6	0.1	-8.2	0.1	1.5	1588	0.5	9.3	.	1.6
O=C(Nc1nccs1)C1CCN(S(=O)(=O)c2c(Cl)cccc2Cl)CC1	0.5	13.0	1.2	.	-0.3	-2.4	1463	6.8	5.8	-2.14	-3.7
COc1ccc(OC)c(S(=O)(=O)NCc2cn3ccsc3n2)c1	-4.9	5.8	0.4	-31.6	0.8	1.6	1512	5.3	0.4	0.964	6.4
CC1CC(C)CN(S(=O)(=O)c2ccc(C(=O)Nc3sccc3C(N)=O)cc2)C1 (stereo not drawn)	6.5	24.3	2.6	.	-1.6	-0.1	1565	-5.6	15.0	.	14.5
O=C(/C=C/c1cccc(F)c1)Nc1nccs1	-2.3	-0.6	0.5	-12.7	0.2	-0.3	1543	0.6	0.1	0.199	-2.2
COc1ccc(CN(C2CCCC2)S(=O)(=O)c2ccc(-n3cnnn3)cc2)cc1	1.1	6.2	7.5	.	-0.4	-2.6	1540	1.8	-3.5	-0.556	12.1
N#CC1=C(SCC(=O)NC2CC2)NC(=O)C(C#N)C12CCCCC2 (stereo not drawn)	1.4	19.6	2.1	-6.7	-4.0	-1.2	1595	5.1	4.5	0.542	-5.4
COc1ccc(OC)c(N/C=C/C(=C(C#N)C#N)N(C)C)c1	0.5	7.6	0.9	-3.7	0.5	-2.2	1583	-7.6	-1.4	1.13	8.2
Nc1ccc(C(=O)N/N=C/c2sc(N3CCOCC3)nc2-c2ccccc2)cc1	6.4	20.2	0.9	4.7	-0.3	2.5	1462	-2.7	4.6	0.000594	4.2
CCCc1sc(N)nc1-c1ccc(C)cc1	-4.0	11.9	-1.1	6.1	0.5	-2.7	1533	0.8	-0.3	-0.0263	48.9
O=C(Nc1ccc(Br)cc1F)C1CCN(c2nnc(-n3cccc3)s2)CC1	3.5	4.2	3.5	-4.1	-2.0	-6.0	1733	2.8	5.4	.	-7.4
CCOC(=O)c1ccc(-c2ccc(C3Nc4ccccc4C(=O)N3O)o2)cc1 (stereo not drawn)	5.0	1.3	-0.5	3.3	-0.2	-4.2	1633	6.2	5.9	-3.77*	98.5*
N#Cc1ccccc1Cn1cc(/C=N/Nc2ccc([N+](=O)[O-])cn2)c2ccccc21	2.8	43.3	5.5	24.9	-0.2	-1.6	1503	-5.6	-1.7	-1.35	11.2
COC(=O)c1ccccc1NC(=O)CN(C)Cc1ccccc1	3.2	2.4	0.7	-5.0	-1.8	2.9	1633	4.2	1.4	-0.3	2.4
O=C(NNC(=O)c1ccccc1-n1cccc1)c1ccc(Cl)cc1	-2.4	-8.7	1.1	.	-4.3	-6.7	1409	2.2	-7.9	.	0.7
CCCCNC(=O)OCCNC(=O)NC	8.9	11.3	-0.7	-21.0	1.3	-4.7	1454	13.4	-4.6	.	-5.6
COc1ccc(S(=O)(=O)N(CC(=O)NC2CC2)c2ccc(C)cc2)cc1	3.4	5.0	1.4	9.5	-2.2	-1.4	1914	1.3	19.6	-0.065	5.2
OCCOCCOc1ccccc1OCCOCCO	0.2	3.3	1.9	17.6	-1.8	-4.2	1551	-0.2	0.1	-0.0121	-1.7
O=C(O)c1ccc2c(c1)C(=O)N(Cc1ccc3c(c1)OCO3)C2=O	-6.0	-2.9	2.0	.	0.5	-2.7	1476	3.8	-1.8	0.255	-4.6
CC(=O)OCCOc1nc(NC(C)C)nc(NC(C)C)n1	2.0	4.0	0.3	-4.7	0.5	1.0	1709	3.8	-0.7	-0.612	1.9
COc1ccc(N2CCN(C(=O)CSc3ccc(C)cc3)CC2)cc1	0.9	-1.0	2.0	-12.8	-0.6	-5.2	1386	-5.4	4.8	-0.579	-1.4
O=C(NNC(=O)c1cc(OCC(F)(F)F)ccc1OCC(F)(F)F)c1cccc(C(F)(F)F)c1	9.0	-20.2	6.5	.	1.1	-1.6	1546	-6.0	-0.1	.	-4.3
C/C(CC1(O)C(=O)N(C)c2ccccc21)=N\O (stereo not drawn)	2.7	5.3	-0.1	-20.9	2.0	-2.1	1695	-0.8	3.3	1.04	-8.2
CCOc1cc(/C=N/NC(=O)CSc2nncn2C)ccc1OCc1cccc(C)c1	1.5	13.4	0.0	-7.7	-0.1	-4.0	1591	1.2	3.1	.	2.6
CCOc1ccc(-c2csc(NC(=O)CSC3=NC(=O)CN3C(C)=O)n2)c2ccccc12	0.8	-25.3	5.5	-14.2	1.2	0.6	1536	3.0	7.2	.	-0.8
COC(=O)C/C=C/[C@@H](C)[C@@H](/C=N/OC[C@@H](C)[C@H](OCc1ccccc1)C(C)C)NS(=O)(=O)c1ccc(C)cc1	3.5	15.0	13.0*	2.7	0.6	2.4	1426	-2.1	3.9	-0.272	-2.5
COc1cc(/C=C2\SC(=O)N(CC(=O)Nc3cccc(C)c3)C2=O)cc([N+](=O)[O-])c1O	4.1	26.5	5.5	2.4	0.3	-2.3	1636	4.5	1.2	-1.2	-9.9
C=CCSc1nnc(CC(OC)OC)n1-c1ccccc1	0.8	-26.3	1.7	-11.1	-0.5	-1.6	1524	-1.6	-0.8	0.608	-4.6
CN(NS(=O)(=O)c1ccc(Cl)cc1)c1nc(C(F)(F)F)nc2ccccc12	2.5	-0.7	-0.7	0.9	-0.7	-5.8	1569	3.9	-1.7	.	3.2
Cc1cc(C)c(C)c(S(=O)(=O)NCc2ccc(C(=O)N3CCCC3)cc2)c1C	-0.7	7.4	1.4	-12.1	0.1	3.2	1689	-2.1	12.8	-0.657	5.7
Nc1nc2nccc(-c3ccc(Cl)cc3)n2n1	-1.3	2.4	4.3	19.5	-1.3	-5.2	1542	3.7	-4.1	.	-2.4
N#Cc1c2c(c(-c3ccco3)[nH]c1=O)CCCC2	17.7	7.8	2.6	.	1.0	-1.3	1783	5.8	5.1	-1.33	-6.3
C=C(C)CSc1nnc2n(C)c(=O)c3c4c(sc3n12)CCC4	-3.6	-0.4	3.8	.	-0.6	-1.8	1641	3.4	-4.3	.	6.3
COc1ccc(-c2nnn(CC(=O)N3CCOCC3)n2)cc1	-3.6	4.2	1.3	.	0.2	0.2	1578	5.2	-2.7	2.07	-1.5
Cc1cccc(C=Nc2ccccc2C(N)=O)c1	-0.8	6.0	1.6	.	0.2	1.2	1430	1.1	1.9	2.66	-0.2
COc1cccc(CNC(=O)CCC2CCCN(Cc3ccc(OC(F)F)cc3)C2)c1 (stereo not drawn)	2.1	-19.6	0.1	-5.5	-0.3	-0.6	1841	1.7	4.0	-1.1	98.5*
COC(=O)c1ccccc1NC(=O)c1ccnn1C	-3.2	7.9	-2.1	-2.5	-1.2	-3.9	1432	-5.2	-0.4	0.468	3.0

Laid out differently: entries from further up
Compound | PPARg SRC-3 ag | bIAP inh | RAM inhibit | S1P3 antagonist | DTT redox prof | HMGR II inh | SRC2 TRFRET art | PPARg SRC2 recr | PPARg SRC1 recr | ROMK mod | Lmaj promast
N#Cc1c2c(c(-c3ccco3)[nH]c1=O)CCCC2 | 17.7 | 7.8 | 2.6 | . | 1.0 | -1.3 | 1783 | 5.8 | 5.1 | -1.33 | -6.3
C=C(C)CSc1nnc2n(C)c(=O)c3c4c(sc3n12)CCC4 | -3.6 | -0.4 | 3.8 | . | -0.6 | -1.8 | 1641 | 3.4 | -4.3 | . | 6.3

High-throughput results as filed in PubChem.
